Source: PubChem (National Center for Advancing Translational Sciences (NCATS))
PTHR1 agonist = agonists of human PTHR1 parathyroid hormone receptor. Q03431. HEK293 GP2 PTHR1 cells, GloSensor cAMP luminescence, 1 h. Potency, µM (highest dose often 115 µM), without a hit: at the top dose activation, usual class: activators. actives 0.075% (n = 410,000); note: potency is the fitted concentration of half-maximal effect; nearly all actives have a fitted effect of over 55% in size; some results filed as inactive show a strong effect at the top dose; inactives centre near -15; many of its hits are not listed in these tables
Target sequence (Q03431 whole entry, looked up): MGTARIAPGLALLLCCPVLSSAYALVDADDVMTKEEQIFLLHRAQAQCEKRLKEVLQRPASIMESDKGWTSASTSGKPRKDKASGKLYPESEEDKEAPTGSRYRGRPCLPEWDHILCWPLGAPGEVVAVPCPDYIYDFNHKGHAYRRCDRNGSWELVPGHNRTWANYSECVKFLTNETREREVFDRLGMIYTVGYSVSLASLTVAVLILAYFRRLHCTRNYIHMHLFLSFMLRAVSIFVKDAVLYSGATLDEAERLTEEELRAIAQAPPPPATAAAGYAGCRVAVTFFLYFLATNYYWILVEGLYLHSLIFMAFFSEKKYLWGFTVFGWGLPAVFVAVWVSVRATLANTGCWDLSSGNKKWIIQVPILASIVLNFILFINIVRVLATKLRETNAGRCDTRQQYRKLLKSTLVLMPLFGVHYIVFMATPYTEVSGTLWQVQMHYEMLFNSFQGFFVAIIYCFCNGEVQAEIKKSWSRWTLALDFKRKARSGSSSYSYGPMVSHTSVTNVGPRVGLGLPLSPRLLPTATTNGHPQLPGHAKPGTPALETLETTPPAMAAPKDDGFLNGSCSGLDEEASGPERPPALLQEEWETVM
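HEK-293-derived GP2 cells expressing PTHR1 and a GloSensor cAMP reporter, 3,000/well, plated overnight, given luciferin plus IBMX (each 0.5 mM as added) for 1 h at 37 °C, then compound for 1 h at 37 °C. Luminescence was read after 15 min at room temperature.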
GLP1R inv ag = GLP-1 receptor (human) inverse agonism; HEK293 GLP-1R CRE-luciferase, luminescence, 24 h; GLP-1R form is constitutively active; Potency, µM (highest dose often 38.3 µM), for the others: top-dose activity change, negative = inhibition, most hits filed as inhibitors; actives 1.6% (n = 410,000); note: potency is the fitted concentration of half-maximal effect; % is set by controls: 0 for no effect and ±100 for the full control effect; nearly all actives have a fitted effect of over 55% in size
Target sequence (P43220 whole entry, looked up): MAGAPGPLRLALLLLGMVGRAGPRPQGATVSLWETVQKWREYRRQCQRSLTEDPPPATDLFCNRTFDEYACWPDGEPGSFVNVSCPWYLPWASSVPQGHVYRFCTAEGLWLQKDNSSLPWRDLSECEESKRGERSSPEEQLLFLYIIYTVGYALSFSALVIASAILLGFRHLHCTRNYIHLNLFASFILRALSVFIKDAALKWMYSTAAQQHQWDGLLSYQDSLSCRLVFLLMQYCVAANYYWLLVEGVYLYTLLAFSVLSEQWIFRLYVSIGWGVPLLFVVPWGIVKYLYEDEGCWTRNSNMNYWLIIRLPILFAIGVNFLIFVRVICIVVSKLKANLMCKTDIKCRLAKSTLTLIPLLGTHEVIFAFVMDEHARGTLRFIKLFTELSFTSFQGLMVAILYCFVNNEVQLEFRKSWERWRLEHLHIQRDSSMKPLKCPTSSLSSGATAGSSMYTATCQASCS
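GLP-1R inverse agonism mode: basal reporter luminescence in engineered HEK293 cells measured after one day of compound exposure at 37 deg C, with a 12 min room-temperature detection step.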
FUS suppressor = FUS proteinopathy suppression in yeast; S. cerevisiae FUS-expressing, growth rescue, OD600, 24 h; Potency, µM (doses to about 76.6 µM), for the others: at the highest dose growth rescue (activation), actives largely listed as activators; actives 0.24% (n = 390,000); AID 1347120;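 note: potency is the fitted concentration of half-maximal effect; plate controls were DMSO vehicle for no effect and reference control for full effect; nearly all actives have a fitted effect of over 55% in size; some results filed as inactive show a strong effect at the top dose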
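Compound concentration series was pinned onto galactose-induced FUS-expressing yeast seeded at OD 0.005. Plates sat 24hr at 30C; absorbance at 600 nm gave growth. DMSO served as background control.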
pAkt inh = Akt phosphorylation inhibition; Neuro2A IGF-stimulated pAkt S473 HTRF, 20 min; hits give low values; activity change, % for hits at 50 µM; actives 0.32% (n = 360,000); AID 651550; in the data active = activity change below about -80%; inconclusive = mostly about -51% to -80%; note: % is set by controls: 0 for no effect and ±100 for the full control effect
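Neuro2A cells in DMEM with 0.5% FBS, overnight at 37 deg C, given compound at single 50 µM final, then IGF (6 nM final) for 20 min at 37 deg C. Lysed; phospho-Akt Ser473 by HTRF after 24 h, 665/615 ratio.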
MmCpn inh = blocks the Methanococcus maripaludis chaperonin Mm-Cpn | purified Mm-Cpn ATPase, ADP Transcreener TR-FRET | Potency, µM (titrated, usually from 76.9 µM), for inactives: at the highest dose activity, negative = inhibition, usual class: inhibitors | actives 0.031% (n = 330,000); note: potency is the fitted concentration of half-maximal effect; % is set by controls: 0 for no effect and ±100 for the full control effect; nearly all actives have a fitted effect of over 80% in size
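Eu-cryptate anti-ADP/ADP-d2 competition gives a ratio inversely related to ADP. Enzyme at 25 nM was pre-exposed to compound for 10 min, then given 10 uM ATP for 30 min, 37°C throughout.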
aSyn rescue = inhibitors of alpha-synuclein toxicity in yeast; Yeast expressing alpha-synuclein, growth rescue, BacTiter-Glo, 24 h; Potency, µM (highest dose often 46.1 µM), for the others: at the top dose growth rescue (activation), hits mostly activators; actives 0.14% (n = 370,000); AID 652106; note: potency is the fitted concentration of half-maximal effect; % of control where 0% means no effect; nearly all actives have a fitted effect of over 65% in size
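Galactose-induced alpha-syn yeast (OD600=0.02, raffinose-pregrown) + pinned cpd, 24 hr, 30 deg C; growth by BacTiter-Glo luminescence. Growth restoration scores as activation.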
TDP43 rescue = TDP-43 toxicity inhibition in yeast; TDP-43 expressing yeast growth rescue, BacTiter-Glo, 24 h; Potency, µM (highest dose often 46.1 µM), inactives show at the top dose growth rescue (activation), actives largely listed as activators; actives 1.8% (n = 410,000); AID 652104; note: potency is the fitted concentration of half-maximal effect; % of control where 0% means no effect; nearly all actives have a fitted effect of over 50% in size
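Luminescence from BacTiter-Glo reports growth of TDP-43-expressing yeast after 24 hr at 30 deg C with compound. Cells were raffinose-pregrown to mid-log, then seeded in galactose medium at OD600=0.02.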
Abeta rescue = restores growth of yeast expressing A-beta42 peptide; yeast expressing A-beta42, growth rescue, OD600, 48 h; response scale: 0% DMSO, 100% iron-clioquinol control; Potency, µM (series often up to 46.1 µM), for the others: at the highest dose growth rescue, most hits filed as activators; actives 0.063% (n = 410,000); AID 1347071; note: potency is the fitted concentration of half-maximal effect; nearly all actives have a fitted effect of over 55% in size
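Growth rescue measured by 600 nm absorbance after 48 h yeast culture at 30 C with compound. Values normalized between DMSO and an equimolar ferric chloride plus clioquinol control.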
HEK293 tox = cytotoxicity in counter-screen for GLP-1R inverse agonists | AID 624418 | Potency, µM (top dose mostly 38.3 µM), for inactives: top-dose activity change, negative = inhibition, most hits filed as inhibitors | actives 0.13% (n = 410,000) | HEK293 cAMP-luciferase reporter cells, luminescence, 24 h;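 note: loss of luciferase light is scored as toxicity; potency is the fitted concentration of half-maximal effect; % is set by controls: 0 for no effect and ±100 for the full control effect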
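Step one: seed cells (200 cells/uL, DMEM with 10% Nu serum, 1% pen-strep). Step two: 12-hour incubation at 37 deg C. Step three: pin 23 nL compound, incubate 24 hr. Step four: add luciferase reagent, read luminescence 12 min later.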
An asterisk follows results filed as active; i = inactive; ? = inconclusive; . = not tested or not shown; [ ] = another dose, or the depositor's remark. Unless noted, calls come from the whole dose curve; as a rule, active = well fitted curve in the direction sought with a large enough effect; inconclusive = small, poorly fitted or top-dose-only effect, or another doubt; inactive = no such curve, though single readings can be large; an effect the other way counts as inactive or inconclusive. This is a subset (hit frequency here may not be typical).

SMILES | PTHR1 agonist | GLP1R inv ag | FUS suppressor | pAkt inh | MmCpn inh | aSyn rescue | TDP43 rescue | Abeta rescue | HEK293 tox
O=C(OCC(=O)N1CCOCC1)c1ccccc1OCc1ccccc1Cl | i | ? | 34% | i | 0% | -1% | -6% | 2% | 3%
NC(=O)c1ccsc1NC(=O)c1ccc2c(c1)CCCC2 | -47%[inhibitor] | ? | -9% | i | -12% | -54%[inhibitor] | -17% | -42%[inhibitor] | 5%
CCn1c(SCC(=O)Nc2nccc(C)n2)nc2ccccc21 | -25% | 3% | -7% | i | -4% | 2% | 12% | 4% | -2%
COc1ccc(N2CCN(C(=O)c3cc4ccc5cccnc5c4[nH]3)CC2)cc1 | -14% | -2% | 0% | . | . | . | ? | -11% | 13%
COc1cccc(-n2c(SCC(=O)NCCc3ccccc3)nnc2-c2ccoc2C)c1 | i | ? | 28% | i | 1% | 2% | 12% | -2% | -13%
COc1ccccc1NC(=O)COC(=O)CNC(=O)c1ccc(OC)c(OC)c1 | -9% | 0% | 17% | i | -1% | 5% | 9% | 15% | -5%
CCc1nnc(NC(=O)C2CC(=O)N(Cc3ccccc3)C2)s1 (stereo not given) | 23% | 8% | -12% | i | -6% | 0% | -7% | -2% | -3%
CC(C)CC(=O)Nc1cccc(NC(=O)CC(C)C)n1 | -8% | 8% | -9% | i | 3% | 2% | 20% | -6% | -3%
CCN(CC)CCCNC(=O)c1csc(Nc2cccc3ccccc23)n1 | -17% | ? | 15% | i | -3% | 1% | 11% | -5% | -14%
CCN(c1ccccc1)S(=O)(=O)c1ccc(OC)c(N=N/C(C(=O)Nc2ccccc2)=C(/C)O)c1 | i | 8% | 7% | i | 1% | -7% | -2% | 3% | -9%
O=C(NCCCN1CCCC1=O)c1nnc(Cc2c(F)cccc2Cl)o1 | i | 7% | 10% | i | -1% | 4% | 10% | 0% | -2%
COC(=O)CCCSc1nccn1-c1ccccc1 | i | 5% | -15% | i | 0% | -12% | -6% | 0% | 0%
CC1CC(C)CN(CCCNC(=O)c2ccc3c(c2)NC(=O)C(N2CCCCC2)S3)C1 (stereo not given) | -17%[57.5 µM] | ? | 3% | i | 0% | 4% | -6% | 16% | -15%
COc1ccc(CSCC(=O)NCCC(C)C)cc1 | i | -8% | -42% | i | 3% | -1% | 15% | 8% | 11%
O=C(Nc1ccc(Br)cn1)c1ccc(Br)s1 | -22% | -12% | 4% | i | -22% | -12% | 0% | -5% | -18%
N#Cc1c(-c2ccc(F)cc2)nc(-c2ccccc2)[nH]c1=O | -49%[inhibitor] | 1% | -22% | i | -7% | -1% | 11% | 5% | 4%
NS(=O)(=O)c1cc(C(=O)OCC(=O)Nc2ccc3[nH]c(=O)[nH]c3c2)ccc1Cl | -11% | 22% | -11% | i | 0% | 9% | 15% | 3% | -9%
O=C(NCCc1c[nH]c2ccccc12)c1ccc(F)cc1F | i | ? | 1% | i | 0% | 11% | 12% | 12% | -20%
O=c1sc2ccccc2n1COc1ccccc1 | i | 2% | -15% | i | 0% | 5% | 10% | -8% | 8%
COc1ccc(CCn2c(N3CCOCC3)nc3c2c(=O)[nH]c(=O)n3C)cc1 | i | 0% | -7% | i | -1% | -1% | -17% | 6% | 1%
COc1ccc(C2c3c(n[nH]c3C)CC(C)(O)C2C(C)=O)cc1OC (stereo not given) | i | 0% | 8% | i | 5% | 8% | -6% | 7% | -2%
C[C@H]1CN([C@@H](C)CO)C(=O)c2c(c3ccccc3n2C)-c2ccccc2CO[C@H]1CN(C)C(=O)[C@@H]1CCCN1C | i | -26% | 3% | i | . | 17% | 17% | 7% | -7%
O=S(=O)(N/N=C\C=C\c1ccccc1)c1ccc(Cl)cc1 | -8%[57.5 µM] | ? | 22% | i | -1% | 25% | -4% | -94%[inhibitor] | 4%
CC(=O)Nc1ccc(S(=O)(=O)Nc2cc(C)c(-n3nc4ccccc4n3)cc2O)cc1 | i | -17% | 13% | i | -2% | 4% | -13% | -5% | -11%
O=C(NCCCc1ccccc1)C1CCN(c2nnc(-n3cccc3)s2)CC1 | -54%[inhibitor] | ? | 13% | i | 0% | -1% | 4% | -19% | 8%
CC1CCN(c2nc3ccc(C(=O)NCc4ccccc4Cl)cc3s2)CC1 | -9% | -6% | -1% | . | . | . | 21% | -2% | 7%
COc1ccc(CN2CCN(C(=O)c3cccc4ccccc34)CC2)cc1OC | -31%[inhibitor] | 6% | 0% | i | 1% | 0% | 6% | -3% | -14%
CC(=O)c1cccc(NC(=O)C2C3CCC(C3)C2C(=O)O)c1 (stereo not given) | 7% | 7% | -19% | i | -2% | 1% | 15% | -2% | 10%
Cc1ccc2c(c1)nnn2C1CCN(C(=O)C23CC4CC(CC(C4)C2)C3)CC1 | -40%[inhibitor] | ? | -5% | i | -1% | 2% | 4% | 15% | -18%
N#CCCN(C(=O)COC(=O)c1ccc(CNS(=O)(=O)c2ccc(F)c(Cl)c2)cc1)c1ccc(F)cc1 | i | ? | 27% | i | -2% | 3% | 16% | ? | -14%
CSC1=N/C(=C\c2cccnc2)C(=O)N1c1ccccc1 | i | 51%[activator] | 7% | i | -1% | 5% | -25% | -9% | -5%
NC(=O)NC(=O)COC(=O)CCCc1c[nH]c2ccccc12 | -40% | 0% | . | i | 0% | 0% | -3% | 7% | 4%
CC1(C)NC(C(=O)O)Cc2c1[nH]c1ccccc21 (stereo not given) | i | 2% | -1% | i | -2%[15.4 µM] | -6% | -6% | -13% | 4%
Cc1cc(C2=NNC(=Nc3ccc(S(=O)(=O)N4CCOCC4)cc3)SC2)c(C)n1CC1CCCO1 (stereo not given) | -20% | 4% | -5% | i | -2% | 8% | -14% | 1% | 0%
Cn1c(SCC(=O)N2c3ccccc3Sc3ccccc32)nnc1-c1ccco1 | i | -8% | -16% | i | 5% | ? | ? | 22%[9.22 µM] | -8%
CCCn1c(Cc2ccccc2)nnc1SCC(=O)N1CCOCC1 | i | -22% | 3% | i | -1% | -1% | 5% | 18% | -2%
COC(=O)c1ccccc1NC(=O)CSc1nc(-c2ccccc2)cc(C(F)(F)F)n1 | -23% | 5% | 18% | . | . | . | 21% | -13% | 14%
CCOc1ccc(OCC)c(NS(=O)(=O)c2c(C)[nH]c(=O)[nH]c2=O)c1 | -15% | 5% | -4% | . | . | . | -11% | -22% | 29%
O=C1NN(CCO)C(=S)Nc2ccccc21 | -7% | 22% | -12% | i | . | 1% | -3% | -6% | 2%
CCn1c(/C=C/c2ccccc2)nc2ccccc21 | -16%[57.5 µM] | ? | 15% | i | 2% | -21% | -21% | -28% | -14%
Clc1ccc(NCc2cccnc2)cc1 | i | -11% | 31% | i | 2% | -4% | -18% | -12% | -9%
CCOc1ccc(-n2nc(C(=O)N3CCN(CC)CC3)c3ccccc3c2=O)cc1 | -4%[57.5 µM] | 39%[activator] | 18% | i | 1% | -4% | -17% | -3% | -1%
Cc1cc(NC(=O)c2cc(-c3ccc(Cl)c(Cl)c3)on2)n(-c2ccccc2)n1 | i | -10% | 9% | . | . | . | 21% | -19% | 0%
CCN(CC)c1ccc(C(=O)NNC(=O)C2CCN(c3ncnc4sc(C)c(C)c34)CC2)cc1 | -33%[inhibitor] | -27% | -21% | i | . | 1% | 11% | 2% | -1%
CC(=O)NCC12CC3CC(C1)CC(C(=O)O)(C3)C2 | -53%[inhibitor][57.5 µM] | 6% | 19% | i | -1% | -1% | -6% | 10% | 1%
COc1ccc(S(=O)(=O)N2CCN(C(=O)COc3ccc4c(C)cc(=O)oc4c3)CC2)cc1 | -7% | -3% | 18% | i | 1% | -13% | -7% | 17% | 1%
CCOC(=O)CN1C(=O)N[C@@H](CCc2ccccc2)[C@@H](C(=O)OC)[C@H]1C | -7% | -9% | 1% | i | . | -1% | 17% | 2% | 1%
CCC1(c2ccccc2)NC(=O)N(CC(=O)Nc2ccc(S(N)(=O)=O)cc2)C1=O (stereo not given) | i | 8% | 5% | i | 0% | -1% | ? | -11% | 14%
O=S(=O)(c1ccccc1)N1CCc2ccccc2C1 | -2% | -5% | -20% | i | 0% | -5% | 4% | -3% | 13%
NC(=O)NN=C1C2CCCC1C(c1ccccc1)NC2c1ccccc1 (stereo not given) | -60%[inhibitor] | ? | 5% | i | -3% | ? | -18% | -1% | -4%
CC(O)[C@@H](C(=O)N1CCNCC1)n1cc(CCCCN)nn1 (stereo not given in full) | 6% | 14% | -20% | i | . | -1% | -9% | -20% | 11%

Sorted by the number under MmCpn inh (rising): some entries from above.
compound	MmCpn inh
NC(=O)NN=C1C2CCCC1C(c1ccccc1)NC2c1ccccc1 (stereo not given)	-3%
CC(=O)NCC12CC3CC(C1)CC(C(=O)O)(C3)C2	-1%
O=S(=O)(c1ccccc1)N1CCc2ccccc2C1	0%
COc1ccc(S(=O)(=O)N2CCN(C(=O)COc3ccc4c(C)cc(=O)oc4c3)CC2)cc1	1%
Clc1ccc(NCc2cccnc2)cc1	2%

Another view of some results above:
Structure: CC(=O)NCC12CC3CC(C1)CC(C(=O)O)(C3)C2
  PTHR1 agonist: -53%[inhibitor][57.5 µM] | GLP1R inv ag: 6% | FUS suppressor: 19% | pAkt inh: i | MmCpn inh: -1% | aSyn rescue: -1% | TDP43 rescue: -6% | Abeta rescue: 10% | HEK293 tox: 1%
Structure: COc1ccc(S(=O)(=O)N2CCN(C(=O)COc3ccc4c(C)cc(=O)oc4c3)CC2)cc1
  PTHR1 agonist: -7% | GLP1R inv ag: -3% | FUS suppressor: 18% | pAkt inh: i | MmCpn inh: 1% | aSyn rescue: -13% | TDP43 rescue: -7% | Abeta rescue: 17% | HEK293 tox: 1%
